GPR151 ag: activates the human receptor GPR151 | PathHunter beta-arrestin GPR151 cells, luminescence | activation, % at 11.2 µM | 1% of 650,000 active; in the data active means activation above about 4.9%;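 further: 0% = median of compound wells and 100% = cells with positive control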
Target sequence (Q8TDV0 whole entry, looked up): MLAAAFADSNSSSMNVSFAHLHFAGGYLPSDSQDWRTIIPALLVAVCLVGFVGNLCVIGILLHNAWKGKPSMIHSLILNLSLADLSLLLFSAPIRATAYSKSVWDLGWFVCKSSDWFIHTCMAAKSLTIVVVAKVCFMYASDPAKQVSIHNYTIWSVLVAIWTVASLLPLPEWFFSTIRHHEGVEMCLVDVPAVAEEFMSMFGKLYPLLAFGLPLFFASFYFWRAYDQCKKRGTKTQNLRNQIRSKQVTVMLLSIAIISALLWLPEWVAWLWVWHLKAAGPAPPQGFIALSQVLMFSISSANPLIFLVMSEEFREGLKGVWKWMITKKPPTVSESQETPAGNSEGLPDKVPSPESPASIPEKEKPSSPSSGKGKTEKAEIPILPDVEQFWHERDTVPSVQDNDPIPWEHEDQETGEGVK
FBW7 act: activators of human E3 ligase FBW7; AlphaScreen FBW7–phospho-cyclin E peptide binding, activator screen; normalized activity (activation), % at 26.1 µM; 0.13% of 650,000 active; AID 1259310; in the data active means normalized activity above about 1.9%;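 further: purified mutant Fbw7 with reduced substrate affinity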
TEAD-YAP block: TEAD-YAP interaction inhibition. inhibition, % at 9.12 µM. 1.4% of 640,000 active. HEK-TIYL cells, TEAD-Gal4/YAP UAS-luciferase luminescence. AID 1259422; in the data active means inhibition above about 32%;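 further: 0% = median of test compound wells and 100% = reference inhibitor wells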
MITF primary: blocks human microphthalmia-associated transcription factor; O75030; AID 1259374; AlphaScreen MITF homodimerization, bead proximity signal; 0.91% of 650,000 active; inhibition, % at 2.6 µM; in the data active means inhibition above about 50%;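 further: 0% = vehicle wells with protein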
Target sequence (O75030 whole entry, looked up): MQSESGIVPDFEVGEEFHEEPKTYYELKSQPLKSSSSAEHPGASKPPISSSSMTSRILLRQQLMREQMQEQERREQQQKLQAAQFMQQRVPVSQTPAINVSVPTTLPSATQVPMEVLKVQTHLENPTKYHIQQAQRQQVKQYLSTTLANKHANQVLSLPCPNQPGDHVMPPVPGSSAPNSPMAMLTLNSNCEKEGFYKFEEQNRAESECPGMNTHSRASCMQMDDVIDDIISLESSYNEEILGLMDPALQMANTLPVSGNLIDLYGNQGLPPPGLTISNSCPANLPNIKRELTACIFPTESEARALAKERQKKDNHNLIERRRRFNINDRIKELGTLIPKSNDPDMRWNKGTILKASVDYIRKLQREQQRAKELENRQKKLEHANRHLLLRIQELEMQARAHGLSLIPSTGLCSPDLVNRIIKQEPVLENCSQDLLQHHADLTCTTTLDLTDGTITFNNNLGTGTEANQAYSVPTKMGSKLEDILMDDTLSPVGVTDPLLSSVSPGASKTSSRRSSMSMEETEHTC
* marks the source's active call; other numbers are inactive results; & = joins results of further samples.

Preview, 2 compounds:
#1 CC(=O)Nc1ccc(NC(=O)COc2ccc(C(F)(F)F)cc2[N+](=O)[O-])cc1
#2 CC(C)(C)C(=O)/C(C#N)=C/N1CCCC1

Compound	1	2
GPR151 ag	-1.0	1.3
FBW7 act	0.0	0.0
TEAD-YAP block	-6.8	1.1
MITF primary	-2.0	1.1

All compounds of this part, from the first entry:
#1 CC(=O)Nc1ccc(NC(=O)COc2ccc(C(F)(F)F)cc2[N+](=O)[O-])cc1
#2 CC(C)(C)C(=O)/C(C#N)=C/N1CCCC1
#3 CCCNC(=O)c1ccc(N2CCOCC2)c([N+](=O)[O-])c1
#4 CCOC(=O)C(=Cc1ccc(-n2ccnc2)cc1)C(=O)OCC
#5 COC(=O)c1c(C)[nH]c(C(=O)C(C)Cl)c1C (stereo not given)
#6 CCOC(=O)CNC(=O)CCCOc1ccc(Cl)cc1Cl

Compound	1	2	3	4	5	6
GPR151 ag	-1.0	1.3	-0.1	-0.9	1.3	1.2
FBW7 act	0.0	0.0	0.0	-0.1	0.2	0.0
TEAD-YAP block	-6.8	1.1	-7.5	8.3	-0.1	9.6
MITF primary	-2.0	1.1	2.8	3.2	6.8	15.2

#7 COCCCNC(=S)N1CCC(NC(=O)C23CC4CC(CC(C4)C2)C3)CC1
#8 O=C(NNC(=O)C1CCCCC1)c1cccs1
#9 COc1ccc2c(c1)NC1(CCN(C(=O)c3ccn[nH]3)CC1)c1cccn1-2
#10 CN(c1ccc(N)cc1[N+](=O)[O-])S(C)(=O)=O
#11 COc1ccc(NC(=O)c2cc(-c3ccc(Cl)c(Cl)c3)nc3ccccc23)c(OC)c1
#12 COC(=O)c1c(NC(=O)c2cc([N+](=O)[O-])ccc2Cl)sc(C(=O)N(C)C)c1C

Compound	7	8	9	10	11	12
GPR151 ag	-0.3	0.1	-0.3	-0.1	-0.7	-0.7
FBW7 act	0.7	0.0	-0.1	0.3	0.0	0.0
TEAD-YAP block	1.0	-4.4	-7.6	-3.0	-1.0	14.5
MITF primary	14.6	-8.9	-7.8	-7.9	-7.5	3.2

#13 O=C(C1CCC1)N1CCC2(CC1)OCc1cc(-c3ccco3)ccc1O2
#14 CC(=O)n1cc(Nc2ccc([N+](=O)[O-])cc2)c2ccccc21
#15 O=C(OCC(=O)N1CCCC1)c1cccs1
#16 Cn1c(O)c(C=NC23CC4CC(CC(C4)C2)C3)c(=O)n(C)c1=O
#17 O=C(CN1CCN(c2ccc(Cl)cc2)CC1)N1CCCC1
#18 CCOC(=O)C1=CN(Cc2ccc(Cl)cc2)C=C(C(=O)OCC)C1c1ccc(OCc2ccccc2)cc1

Compound	13	14	15	16	17	18
GPR151 ag	-1.2	0.6	-0.9	0.4	0.2	0.8
FBW7 act	0.0	0.1	-0.1	-0.1	0.0	0.1
TEAD-YAP block	-5.9	-13.6	-5.3	1.8	-9.3	-3.6
MITF primary	-6.7	25.5	-0.2	12.5	6.6	-20.1

#19 Cc1ccc(C)c(N2CCN(Cc3cccnc3)CC2)c1
#20 Cc1ccc(C(=O)Nc2ccc(I)cc2)cc1S(=O)(=O)N1CCOCC1
#21 COc1ccc(-c2cc(NCCOc3ccccc3)ncn2)cn1
#22 OCCN(CCO)c1nc(N2CCCCC2)ncc1F
#23 CCN(CC(=O)N1CCCc2c1c(=O)oc1ccc(O)cc21)c1ccccc1
#24 COCCNc1nc(-c2cccc(O)c2)cnc1N

Compound	19	20	21	22	23	24
GPR151 ag	-0.9	0.6	0.1	0.8	0.1	0.4
FBW7 act	0.0	0.2	0.1	0.0	-0.1	0.2
TEAD-YAP block	9.4	0.9	-10.0	7.1	15.2	0.8
MITF primary	29.9	2.5	15.2	12.9	5.3	24.1

#25 C/C(=N\n1nnnc1Nc1ccccc1)c1ccc(N)cc1
#26 CCC(=O)NNC(=O)CSc1nc2cc3c(cc2cc1CC)OCO3
#27 Cc1sc2nc(C3CC3)n(C3CCN(C(=O)C4CCCO4)CC3)c(=O)c2c1C (stereo not given)
#28 C/C(=N\NC(=O)COc1ccccc1O)c1ccc([N+](=O)[O-])cc1
#29 COc1ccc(/C=N/Nc2cc(C)nc3ccc(OC)cc23)c(OC)c1
#30 Cc1ccccc1NC(=O)C1CCN(C(=O)N2CC(C)Oc3ccccc32)CC1 (stereo not given)

Compound	25	26	27	28	29	30
GPR151 ag	0.9	0.8	1.9	-1.6	0.0	1.3
FBW7 act	-0.1	0.0	-0.1	0.6	-0.1	-0.2
TEAD-YAP block	-18.2	-8.5	-9.2	8.5	4.5	3.3
MITF primary	-3.0	3.8	0.1	-3.7	-18.8	2.2

#31 CCN(c1cccc(C)c1)S(=O)(=O)c1ccc2sc3c(=O)[nH]cnc3c2c1
#32 Cn1ccnc1SCc1cc(=O)c(OC(=O)c2cccc(Cl)c2)co1
#33 COc1cccc(CNc2ncnc3sc(C(=O)N(C)CC(O)CO)c(C)c23)c1 (stereo not given)
#34 CS(=O)(=O)c1ccc(NCCc2c[nH]c3ccccc23)c([N+](=O)[O-])c1
#35 CCOC(=O)c1ccc(S(=O)(=O)Nc2c(OC)ccc3nc4ccccc4nc23)cc1
#36 CC1=C(C(=O)Nc2ccccc2)C(c2ccc3c(c2)OCO3)n2ncnc2N1 (stereo not given)

Compound	31	32	33	34	35	36
GPR151 ag	-0.3	0.4	-0.8	-0.6	0.6	2.1
FBW7 act	0.0	-0.1	-0.1	0.1	0.0	0.2
TEAD-YAP block	6.1	0.0	-7.5	-16.5	4.7	9.2
MITF primary	6.3	9.9	3.3	8.5	-2.5	10.8

#37 O=[N+]([O-])c1ccc2[nH]cc(S(=O)(=O)N3CCN(Cc4ccccc4)CC3)c2c1
#38 O=C(NCCCN1CCCC1=O)c1ccc2c(c1)[nH]c(=S)n1c3ccccc3nc21
#39 C/C(CCC(=O)O)=N/Nc1ccc([N+](=O)[O-])cc1[N+](=O)[O-]
#40 CNC(=O)C1CC(=O)N(C2CCCCCC2)C1 (stereo not given)
#41 Cc1ccc(CNC(=O)CN(C)S(=O)(=O)c2ccc(Br)cc2)cc1
#42 COc1cccc(N2CCN(C(=S)NC3CCCC3)CC2)c1

Compound	37	38	39	40	41	42
GPR151 ag	-0.9	2.4	-0.7	-0.5	-0.3	-0.8
FBW7 act	0.4	0.0	-0.1	-0.1	0.7	0.1
TEAD-YAP block	-2.4	0.4	0.3	5.2	-7.7	5.0
MITF primary	10.4	-6.4	-2.3	3.7	21.7	1.5

#43 COCCCNCCOCCOc1ccccc1Br
#44 O=c1c2ccccc2nc(SCC#CCO)n1-c1ccccc1
#45 Cc1ccccc1NC(=O)c1cc2nc(-c3ccc4c(c3)OCO4)cc(C(F)(F)F)n2n1
#46 Cc1cc(=O)c(C(=O)OCC(=O)Nc2ccc(F)cc2)nn1-c1ccccc1[N+](=O)[O-]
#47 COC(=O)c1ccc(NC(=O)C(CCSC)N2C(=O)c3ccccc3C2=O)cc1 (stereo not given)
#48 Cc1cc(CNC(=S)NCc2ccc(Cl)cc2)nn1C

Compound	43	44	45	46	47	48
GPR151 ag	-0.8	0.6	-1.5	3.0	2.1	-0.7
FBW7 act	0.8	0.0	-0.2	0.1	0.8	0.0
TEAD-YAP block	2.0	6.4	-1.6	3.0	2.6	9.6
MITF primary	39.5	-12.2	-5.4	-3.5	-2.2	12.9

#49 O=C(COc1ccc(Cl)cc1)N1CCC2(CC1)OCCN2S(=O)(=O)c1ccccc1
#50 CCOc1ccc(-n2c(=S)sc3c(=O)n(-c4ccccc4)c(SCc4ccc(Cl)cc4)nc32)cc1
#51 COc1ccc(CCC2CCN(c3nc(-c4ccccc4)cs3)CC2)cc1
#52 COC(=O)C1=CN(C2CCCCC2)C=C(C(=O)OC)C1c1ccc(OC)c(Cl)c1
#53 COc1ccc(S(=O)(=O)NCC(c2ccco2)S(=O)(=O)c2ccc(C)cc2)cc1C (stereo not given)
#54 CCc1ccccc1NC(=O)CN(C)Cc1nc(N)nc(Nc2ccccc2C)n1

Compound	49	50	51	52	53	54
GPR151 ag	0.1	0.7	0.0	3.6	0.2	-0.7
FBW7 act	-0.1	0.7	0.2	0.3	-0.1	-0.4
TEAD-YAP block	12.3	4.1	-10.1	-3.6	-1.0	-7.4
MITF primary	4.4	11.7	-8.1	-3.8	-1.9	-6.9

#55 CCOC(=O)CNC(=O)/C=C/c1c(F)cccc1Cl
#56 COc1ccc(CCNC(=O)c2csc(N3CCN(Cc4ccc5c(c4)OCO5)CC3)n2)cc1
#57 COc1ccc(OC)c(Nc2nc(-c3sc(C)nc3C)cs2)c1
#58 CC[N+](CC)(CC)CCOc1cccc(OCC[N+](CC)(CC)CC)c1OCC[N+](CC)(CC)CC
#59 FC(F)(F)c1nnc2ccc(N3CCN(Cc4ccccc4)CC3)nn12
#60 COc1cc(NC(=O)c2cccc(OC)c2OC)c(OC)cc1Cl

Compound	55	56	57	58	59	60
GPR151 ag	-1.7	1.3	-0.7	-0.6&-1.0&2.3	-1.4	-0.4
FBW7 act	0.0	-0.1	-0.5	0.0&0.7&-0.2	0.0	0.4
TEAD-YAP block	7.1	5.5	-6.2	-2.1&-4.2	3.0	-42.4
MITF primary	4.3	1.7	-7.7	-28.6&-8.4&-3.1	9.4	13.5

#61 CCNC(=S)NNS(=O)(=O)c1ccc(C)cc1
#62 Nc1cccc(-c2nc(NCc3cccc(C(F)(F)F)c3)c3ncn(-c4ccccc4)c3n2)c1
#63 COc1ccc(C2C(C(=O)OC(C)C)=C(C)Nc3ncnn32)cc1Br (stereo not given)
#64 COc1ccc(NC(=O)c2ccc(I)cc2)c(OC)c1
#65 CC(C)COc1ccc(C(=S)N2CCCCC2)cc1
#66 NC(=O)c1c(NC(=O)c2ccc3c(c2)OCO3)sc2c1CCCCCC2

Compound	61	62	63	64	65	66
GPR151 ag	-1.0	-1.5	0.1	-0.9	0.6	0.7
FBW7 act	-0.1	0.1	0.2	0.0	1.5	0.0
TEAD-YAP block	-0.5	0.5	6.5	-64.3	-4.1	-24.3
MITF primary	-5.8	2.6	9.8	11.2	2.9	-9.2

#67 Cc1ccc(NC(=O)CSc2nnc(NC(=O)c3ccccc3[N+](=O)[O-])s2)cc1
#68 O=C(CCc1nnc(CCCCc2ccccc2)o1)NCCCc1cccnc1
#69 Cc1cccc(NC(=O)c2sc3ncn(C)c(=O)c3c2C)c1
#70 O=C(/C=C/c1ccccc1)C1=C(O)C(=O)N(c2ccccn2)C1c1ccccc1 (stereo not given)
#71 CCN(CC)C(=O)C1CCCN(Cc2cccc3ccccc23)C1 (stereo not given)
#72 CCSc1nnc(SCC(=O)c2ccc(OC)cc2OC)s1

Compound	67	68	69	70	71	72
GPR151 ag	-3.9	1.9	-3.8	0.7	-1.0	0.4
FBW7 act	0.0	0.0	0.7	-0.1	0.5	0.1
TEAD-YAP block	-31.8	-19.5	-4.3	-1.8	-0.3	-8.9
MITF primary	-16.6	5.5	13.0	17.6	50.0	-15.7

#73 CC1C(=O)NC(=O)N1c1ccc(Cl)cc1 (stereo not given)
#74 O=C(Cn1c(C(=O)O)cc2sccc21)Nc1ccc(C(=O)O)cc1
#75 C=CCOC(=O)c1nnn(-c2nonc2N)c1C
#76 Cc1[nH]c2ccccc2c(=O)c1CNCc1ccccc1
#77 O=C(N/N=C/c1c(O)ccc2ccccc12)c1cc(-c2ccco2)[nH]n1
#78 COC(=O)COc1cccc2c(=O)n(CC(=O)Nc3ccc(C(F)(F)F)cc3)ccc12

Compound	73	74	75	76	77	78
GPR151 ag	2.6	-0.3	0.3	-0.8	-1.2	-0.5
FBW7 act	0.3	0.1	0.1	0.9	-0.1	-0.2
TEAD-YAP block	9.8	2.4	7.5	3.1	25.7	-12.6
MITF primary	4.2	4.8	4.4	12.3	25.6	0.5

#79 Cc1csc(-c2cc3ccc(O)c(CN4CCCC4)c3oc2=O)n1
#80 COc1ccccc1CNC1CCN(Cc2ccccc2)CC1
#81 COc1cccc(CNc2sc3c(c2C(=O)Nc2cc(OC)ccc2OC)CCCC3)c1
#82 C[n+]1ccccc1N1CC2(C)CC1CC(C)(C)C2 (stereo not given)

Compound	79	80	81	82
GPR151 ag	2.2	-0.2	1.7	2.3
FBW7 act	-0.2	-0.2	0.1	-0.1
TEAD-YAP block	0.4	8.0	-1.4	9.8
MITF primary	2.1	-8.3	16.6	3.5

Ordered by molar mass (low to high): part of the list above.
#73 CC1C(=O)NC(=O)N1c1ccc(Cl)cc1 (stereo not given)
#82 C[n+]1ccccc1N1CC2(C)CC1CC(C)(C)C2 (stereo not given)
#75 C=CCOC(=O)c1nnn(-c2nonc2N)c1C
#76 Cc1[nH]c2ccccc2c(=O)c1CNCc1ccccc1
#69 Cc1cccc(NC(=O)c2sc3ncn(C)c(=O)c3c2C)c1
#74 O=C(Cn1c(C(=O)O)cc2sccc21)Nc1ccc(C(=O)O)cc1
#77 O=C(N/N=C/c1c(O)ccc2ccccc12)c1cc(-c2ccco2)[nH]n1
#72 CCSc1nnc(SCC(=O)c2ccc(OC)cc2OC)s1

Compound	73	82	75	76	69	74	77	72
GPR151 ag	2.6	2.3	0.3	-0.8	-3.8	-0.3	-1.2	0.4
FBW7 act	0.3	-0.1	0.1	0.9	0.7	0.1	-0.1	0.1
TEAD-YAP block	9.8	9.8	7.5	3.1	-4.3	2.4	25.7	-8.9
MITF primary	4.2	3.5	4.4	12.3	13.0	4.8	25.6	-15.7

#70 O=C(/C=C/c1ccccc1)C1=C(O)C(=O)N(c2ccccn2)C1c1ccccc1 (stereo not given)
#78 COC(=O)COc1cccc2c(=O)n(CC(=O)Nc3ccc(C(F)(F)F)cc3)ccc12
#81 COc1cccc(CNc2sc3c(c2C(=O)Nc2cc(OC)ccc2OC)CCCC3)c1

Compound	70	78	81
GPR151 ag	0.7	-0.5	1.7
FBW7 act	-0.1	-0.2	0.1
TEAD-YAP block	-1.8	-12.6	-1.4
MITF primary	17.6	0.5	16.6
